CRFR2-BP ag = CRF-BP/CRF-R2 complex agonism; HEK293 CRF-R2/CRF-BP, calcium dye fluorescence (FLIPR); percent of saturating CRF peptide response; activation, % at 13.2 µM; 350,000 compounds, 0.46% hits; AID 588473;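 active = activation of at least 50%, plus an integration ratio under a set limit after plate pattern correction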;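 also: plate controls were neutral control wells without compound for no effect and CRF at EC100 for full effect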
IDE inh = inhibits human insulin-degrading enzyme in HEK cells | P14735 | FAbetaB cleavage, fluorescence polarization | inhibition, % at 5.59 µM | 320,000 compounds, 0.41% hits | AID 434962;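 active = percent inhibition above the average of all tested compounds plus 3 SD, set per screening campaign, cut at about 16% in these data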;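 also: IDE supplied by intact live HEK cells; FP after avidin binding of uncleaved biotin substrate so inhibition keeps polarization high; 0% = DMSO wells and 100% = 60 µM reference IDE inhibitor Ii1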
p-CIP stab down = p/CIP protein destabilization; Q05BA5; F442A p/CIP-EGFP cells, EGFP fluorescence, 16 h; decrease of EGFP signal, % at 10 µM; 290,000 compounds, 0.01% hits; AID 1984;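 active = EGFP signal decrease of at least 30% at 10 µM or well 3 SD below plate mean, unless failing retest; inactive = the rest, including hits failing retest or dose response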; also: some compounds called inactive have numbers as strong as hits; many of its hits are not listed in these tables
CHRM4 PAM = CHRM4 positive allosteric modulation; CHO-K1 hM4/Gqi5, Fluo-8 calcium fluorescence, ACh EC20; 0% = ACh EC20, 100% = maximal ACh; activation, % at 3 µM; 360,000 compounds, 0.4% hits; AID 624126;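 active = activation above its plate's cutoff, the mean activation of sample wells plus 3 SD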; also: some results filed as inactive read as strong as hits
MEKK3 PB1 HTS = modulators (inhibitors or enhancers) of MEK5 binding to human MEKK3 PB1 domain | bead-based flow cytometry, Alexa488-MEK5 binding to MEKK3; actives lie on both sides; 0 = blocked by unlabeled MEK5, 100 = vehicle | 290,000 compounds, 1.4% hits | AID 1529 | binding response (% of control), % at 10 µM;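 active = binding response more than 3 SD above or below the average of its plate-row segment, actives on both sides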;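 also: Alexa488 bead fluorescence after subtracting the streptavidin-only scavenger bead signal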
Target sequence (Q99759 whole entry, looked up, the tested form may be a part): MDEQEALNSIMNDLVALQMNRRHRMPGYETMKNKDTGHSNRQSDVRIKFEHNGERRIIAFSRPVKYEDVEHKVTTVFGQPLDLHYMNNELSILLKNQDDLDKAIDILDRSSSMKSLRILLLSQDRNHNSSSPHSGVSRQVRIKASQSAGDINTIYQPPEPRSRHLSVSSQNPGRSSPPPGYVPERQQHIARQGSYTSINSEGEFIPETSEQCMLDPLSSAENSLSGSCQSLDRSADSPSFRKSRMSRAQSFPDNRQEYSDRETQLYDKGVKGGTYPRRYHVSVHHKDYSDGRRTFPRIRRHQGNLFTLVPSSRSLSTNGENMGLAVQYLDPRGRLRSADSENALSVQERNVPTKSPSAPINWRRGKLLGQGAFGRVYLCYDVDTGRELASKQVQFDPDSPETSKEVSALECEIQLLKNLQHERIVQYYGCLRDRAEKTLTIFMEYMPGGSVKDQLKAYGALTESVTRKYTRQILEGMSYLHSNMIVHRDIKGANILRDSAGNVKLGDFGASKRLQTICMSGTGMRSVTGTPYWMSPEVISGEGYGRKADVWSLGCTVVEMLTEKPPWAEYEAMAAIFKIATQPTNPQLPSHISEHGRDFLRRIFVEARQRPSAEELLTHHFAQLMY
IDE cell activ = IDE (human) activation, cell-based. HEK cells, FAbeta-B cleavage, fluorescence polarization; 0% vehicle, 100% cell-free pure enzyme wells. activation, % at 5.96 µM. 340,000 compounds, 0.073% hits;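 active = activation above the mean of all tested compounds plus 3 SD, set per screening campaign, cut at about 17% in these data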
GalR3 antag = human GalR3 antagonism. 360,000 compounds, 0.44% hits. O60755. HEK293 GalR3-CNG cAMP membrane potential fluorescence; galR3 body fused to GalR1 C-terminus. inhibition, % at 3 µM;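 active = inhibition above the screen-wide average plus 3 SD, cut at about 13% in these data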;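 also: forskolin and galanin both at EC90 stimulate the cells; cAMP rise reported by CNG channel membrane potential dye signal; 0% = forskolin plus galanin with DMSO and 100% = forskolin alone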
CRFR2-BP antag = CRF-BP/CRF-R2 complex antagonism; HEK293 CRF-R2/CRF-BP, CRF-induced calcium fluorescence; inhibition, % at 11.8 µM; 350,000 compounds, 0.59% hits; AID 588475;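 active = inhibition of the ligand-induced calcium signal above about 50% at the single tested concentration, limit read from the data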
PHOSPHO1 block = PHOSPHO1 (human) inhibition; Q8TCT1; recombinant PHOSPHO1, absorbance phosphatase assay; inhibition, % at 13.3 µM; 290,000 compounds, 1.1% hits; in the data active = inhibition above about 60%
Target sequence (Q8TCT1 whole entry, looked up): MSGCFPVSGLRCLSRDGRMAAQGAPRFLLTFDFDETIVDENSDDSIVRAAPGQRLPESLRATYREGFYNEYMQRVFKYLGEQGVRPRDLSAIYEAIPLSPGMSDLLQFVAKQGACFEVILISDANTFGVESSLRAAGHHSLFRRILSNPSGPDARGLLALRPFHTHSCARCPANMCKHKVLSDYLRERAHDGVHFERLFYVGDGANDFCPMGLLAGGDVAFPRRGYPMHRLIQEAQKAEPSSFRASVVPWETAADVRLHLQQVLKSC
Active calls of the source: *; · = not tested or not shown. Hits appear at their usual frequency (roughly 4.2% active in at least one column).

nr	SMILES	CRFR2-BP ag	IDE inh	p-CIP stab down	CHRM4 PAM	MEKK3 PB1 HTS	IDE cell activ	GalR3 antag	CRFR2-BP antag	PHOSPHO1 block
1	CS(=O)(=O)N(CC(=O)Nc1ccc(Cl)c(Cl)c1)C1CCCCC1	-0.5	-6	-13	-1	100	1	-2	-25	11
2	O=C(C[n+]1cc(Br)cc(Br)c1)c1ccc(Cl)cc1	-1.1	4	6	4	100	1	-3	-8	46
3	COc1cc2c(cc1OC)CN(C(=O)CNC(=O)c1ccc(OC(F)F)cc1)CC2	0.5	·	-4	-5	103	5	-3	-4	36
4	CC1CCN(C(=O)c2cc3ccccc3c(=O)o2)CC1	-2.1	5	-1	7	98	1	2	10	-5
5	O=S(=O)(Nc1cc2nc3ccccc3nc2n1Cc1ccccc1)c1ccc(Cl)cc1	13	9	-8	-3	87	-13	7	-33	-13
6	O=C(NNC(=S)NCC1CCCO1)c1cc(Br)ccc1Cl (stereo unspecified)	-1.9	8	-22	2	99	-3	-1	-8	-47
7	COc1ccc(OCc2nnc(SCC(=O)Nc3ccc(C)cc3)o2)cc1	0.4	0	-1	-6	96	6	-8	-3	27
8	Cc1cccc(-n2cc[nH]c2=S)c1C	-2.6	0	7	1	96	-1	-3	-17	21
9	COC(=O)c1ccc(NC(=O)CN2C(=O)CNC2=O)cc1	0.1	-1	8	-4	105	0	2	14	14
10	CSc1ccccc1NC(=O)CN(C)C(C)C(=O)Nc1ccc(C#N)cc1 (stereo unspecified)	9.9	2	2	-7	103	3	-4	1	7
11	Cc1cc(C)nc(SCC(=O)N/N=C/c2cccn2-c2cccc(C(F)(F)F)c2)n1	-0.7	-6	-9	8	99	3	2	-12	41
12	CCOc1ccc(NCC(=O)N/N=C/C=C/c2ccccc2)cc1	-1.1	-2	-6	2	115	11	-2	-8	-11
13	Cc1nn(C)cc1CNC(=O)C1(C)CC1(Cl)Cl (stereo unspecified)	0.8	4	-10	5	102	3	-11	-7	14
14	CN1CCN(S(=O)(=O)c2ccc(NC(=S)NC(=O)C3CC3)cc2)CC1	0.3	-3	-14	0	99	2	-5	11	-3
15	CC(C)[C@H](NC(=O)OCc1ccccc1)C(=O)OCC(=O)NC1(C#N)CCCC1	0.0	11	-14	16*	97	3	-4	-2	11
16	CC(=O)Nc1ccc2nc(-c3ccccc3)cn2c1	0.0	4	-16	7	102	5	-4	20	-14
17	O=S(=O)(c1ccc(N2CCN(c3ccc(F)cc3)CC2)cc1)N1CCCC1	-0.1	-1	6	3	94	-9	4	-2	21
18	CCOC(=O)C1C(C)=CC(=O)CC1c1ccco1 (stereo unspecified)	22	4	-12	4	100	4	-2	67*	21
19	Cc1cccc2nc(CSc3nnc(N)s3)cn12	-5.0	-2	8	-5	99	4	-5	4	-19
20	CCOC(=O)c1ccc(S(=O)(=O)NNc2ccc(C(F)(F)F)cn2)cc1	-1.4	-4	·	4	·	1	-8	-1	·
21	COc1ccccc1-c1nnc2n1N=C(C(C)(C)C)CS2	-0.7	5	4	0	97	-2	-5	-12	6
22	CC(=O)N1N=C(c2ccc([N+](=O)[O-])cc2)CC1c1ccccc1Cl (stereo unspecified)	-1.1	5	-5	-2	98	0	-7	5	·
23	CC(=O)N1CCN(c2ccc(NC(=O)C(C)Oc3ccc(Cl)cc3Cl)cc2)CC1 (stereo unspecified)	-1.5	-4	-5	-6	·	5	-3	2	6
24	Cc1ccc(C)c(N2CCN(S(=O)(=O)c3cc4c(cc3Cl)NC(=O)CO4)CC2)c1	2.2	-3	0	5	99	8	·	8	12
25	C=CCNC(=O)NS(=O)(=O)c1ccc(C)cc1	1.1	6	-1	12	104	2	3	7	6
26	Nc1c(C(=O)CSc2ccccn2)c(=O)[nH]c(=O)n1C1CC1	0.8	-4	·	1	·	-1	-5	-11	·
27	Cc1[nH]n2c(=O)c3c(nc2c1-c1ccccc1)CCCC3	-0.5	1	-8	8	103	-4	-3	-3	7
28	CCOC(=O)C1(CCCc2ccccc2)CCN(CCCn2cccn2)CC1	0.7	0	12	5	107	0	-10	-20	10
29	COC(=O)c1ccc(N2CCN(C)CC2)c(NC(=O)COc2ccc(C)cc2)c1	-0.4	2	-5	-3	101	1	-4	-10	23
30	CCCn1c(C(C)NC(=O)c2ccccc2)n[nH]c1=S (stereo unspecified)	-2.5	4	1	-12	97	8	-1	7	0
31	COc1ccc(NS(=O)(=O)c2coc(C(N)=O)c2)cc1Cl	0.8	5	4	5	101	5	-2	-11	-12
32	O=[N+]([O-])c1cc(Cl)ccc1N1CCN(c2ccccc2O)CC1	-2.1	3	8	-8	104	·	4	-36	4
33	COc1cc(CNn2cn[nH]c2=S)cc(Cl)c1OCc1ccc(F)cc1	3.7	-2	1	6	100	-7	-8	-9	-12
34	c1ccc2c(N3CCOCC3)nc(-c3ccncc3)nc2c1	4.4	3	3	5	95	0	-1	-23	-17
35	Cc1ccc(-c2ccc([C@H]3[C@H]4C=CC[C@@H](C)[C@@H]4C(=O)N3Cc3ccccc3)c(F)c2)cc1	7.4	0	-10	22	105	6	-1	-12	18
36	ON=C1c2ccccc2-c2ccc(F)cc21	4.1	·	·	-1	·	-5	-5	-24	·
37	Cc1nc2nc[nH]n2c(=O)c1CCOC(=O)c1c(F)cccc1F	-1.3	6	3	3	98	0	-4	10	36
38	Cc1onc(-c2ccccc2)c1C(=O)NCc1ccco1	0.9	3	-12	0	106	4	0	-3	11
39	Cc1cc(=O)n2nc(N3CCCC(C(=O)NCCc4ccccc4)C3)sc2n1 (stereo unspecified)	-1.5	-1	-3	-1	96	0	-5	11	16
40	O=C(COC(=O)c1ccc([N+](=O)[O-])o1)Nc1ccc(N2CCOCC2)cc1	4.2	-1	·	5	·	5	-3	7	·
41	O=C(Nc1ccc2nc3n(c(=O)c2c1)CCCCC3)C(=O)N1CCN(c2ccc(F)cc2)CC1	3.2	3	-4	2	103	3	-6	3	22
42	Cn1c(=O)c2c(nc(SCCN3CCCCC3)n2Cc2ccc(Cl)cc2)n(C)c1=O	-1.4	2	-4	-9	103	3	1	-24	31
43	NC(=O)c1nc(C(=O)N2CCN(c3ccccc3)CC2)c2ccccc2n1	-1.2	-2	·	17	·	7	-1	-2	·
44	Cc1cc(C)c(Cn2c(=O)n(CCCC(=O)NCc3ccco3)c(=O)c3ccccc32)c(C)c1	-1.1	6	·	-2	103	-4	-3	7	·
45	Cc1cccc(OCC(O)Cn2c(=N)n(CCN3CCCCC3)c3ccccc32)c1 (stereo unspecified)	-2.4	4	9	-11	100	-4	-10	-21	11
46	C[C@@H](CN1CCC(Cc2ccccc2)CC1)[C@@H](O)c1ccc(O)cc1	-3.3	2	·	-12	·	3	-5	-3	·
47	O=C1c2ccccc2NC(c2ccc(-c3ccccc3F)o2)N1O (stereo unspecified)	0.5	-1	·	1	·	-2	-3	-1	·
48	COC(=O)[C@@]12CCCCN1[C@H](c1ccc(-c3cc(C(C)=O)cs3)c(OC)c1)[C@H]1C(=O)N(C)C(=O)[C@H]12	1.2	-1	·	3	·	4	0	1	·
49	COc1ccc(S(=O)(=O)N2CCN(C/C=C/c3ccccc3)CC2)cc1F	-0.2	2	-3	-5	99	3	-8	23	36
50	Cc1ccnc(NCc2cc(Cl)ccc2O)c1	-0.2	·	·	-2	·	·	-10	-3	·

For convenience, eleven of the compounds above.
nr	SMILES	CRFR2-BP ag	IDE inh	p-CIP stab down	CHRM4 PAM	MEKK3 PB1 HTS	IDE cell activ	GalR3 antag	CRFR2-BP antag	PHOSPHO1 block
39	Cc1cc(=O)n2nc(N3CCCC(C(=O)NCCc4ccccc4)C3)sc2n1 (stereo unspecified)	-1.5	-1	-3	-1	96	0	-5	11	16
40	O=C(COC(=O)c1ccc([N+](=O)[O-])o1)Nc1ccc(N2CCOCC2)cc1	4.2	-1	·	5	·	5	-3	7	·
41	O=C(Nc1ccc2nc3n(c(=O)c2c1)CCCCC3)C(=O)N1CCN(c2ccc(F)cc2)CC1	3.2	3	-4	2	103	3	-6	3	22
42	Cn1c(=O)c2c(nc(SCCN3CCCCC3)n2Cc2ccc(Cl)cc2)n(C)c1=O	-1.4	2	-4	-9	103	3	1	-24	31
43	NC(=O)c1nc(C(=O)N2CCN(c3ccccc3)CC2)c2ccccc2n1	-1.2	-2	·	17	·	7	-1	-2	·
44	Cc1cc(C)c(Cn2c(=O)n(CCCC(=O)NCc3ccco3)c(=O)c3ccccc32)c(C)c1	-1.1	6	·	-2	103	-4	-3	7	·
45	Cc1cccc(OCC(O)Cn2c(=N)n(CCN3CCCCC3)c3ccccc32)c1 (stereo unspecified)	-2.4	4	9	-11	100	-4	-10	-21	11
46	C[C@@H](CN1CCC(Cc2ccccc2)CC1)[C@@H](O)c1ccc(O)cc1	-3.3	2	·	-12	·	3	-5	-3	·
47	O=C1c2ccccc2NC(c2ccc(-c3ccccc3F)o2)N1O (stereo unspecified)	0.5	-1	·	1	·	-2	-3	-1	·
48	COC(=O)[C@@]12CCCCN1[C@H](c1ccc(-c3cc(C(C)=O)cs3)c(OC)c1)[C@H]1C(=O)N(C)C(=O)[C@H]12	1.2	-1	·	3	·	4	0	1	·
49	COc1ccc(S(=O)(=O)N2CCN(C/C=C/c3ccccc3)CC2)cc1F	-0.2	2	-3	-5	99	3	-8	23	36

(next part)
nr	SMILES	CRFR2-BP ag	IDE inh	p-CIP stab down	CHRM4 PAM	MEKK3 PB1 HTS	IDE cell activ	GalR3 antag	CRFR2-BP antag	PHOSPHO1 block
51	Cc1cc(/C=N/n2cnnc2)c(C)n1-c1ccc2ncccc2c1	0.6	7	·	6	·	5	-8	3	·
52	OCC1(CCc2ccccc2)CCN(Cc2cc(Cl)ccc2O)CC1	0.3	-5	-5	-9	104	6	3	-22	43
53	CCOc1ccc(N(CC(=O)O)S(=O)(=O)c2ccc(F)cc2)cc1	3.8	0	-6	5	104	5	0	-3	12
54	CC(C)C(C(=O)Nc1nccs1)c1ccc(Cl)cc1 (stereo unspecified)	-0.6	4	-5	-9	102	2	-9	-49	42

From PubChem BioAssay
